Source: PubChem (National Center for Advancing Translational Sciences (NCATS))
12-LOX inh: ALOX12 (human) lipoxygenase inhibition | P18054 | purified 12hLO, xylenol orange hydroperoxide absorbance | Potency, µM (highest dose often 108 µM), inactives show at the top dose activity change, negative = inhibition, usual class: inhibitors | actives 1.1% (n = 580,000); also: % is scaled to controls: 0 for no effect and ±100 for the full control effect
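Hydroperoxide product was detected by ferrous iron/xylenol orange as the 573 to 405 nm absorbance ratio. Arachidonic acid at 40 uM (final) was turned over for 30 min at room temperature by 150 nM human 12hLO, pH 7.0 Hepes buffer, after 15 min compound preincubation.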
Pin1 inhibitor: inhibitors of human Pin1. Q13526. Pin1 FP peptide displacement, HiFluor488, 10 min. Potency, µM (highest dose often 115 µM), without a hit: at the highest dose activity, negative = inhibition, hits mostly inhibitors. actives 0.009% (n = 390,000). AID 504891; active = well fitted inhibition curve with a large enough effect in the polarisation, with a control signal flat, not every such curve was filed as active; inconclusive = small, poorly fitted or top-dose-only effect, or effect the other way, or a change in a side signal; inactive = no such curve, though single readings can be large or run the other way; the % refers to the polarisation; also: % is scaled to controls: 0 for no effect and ±100 for the full control effect
Target sequence (Q13526 whole entry, looked up): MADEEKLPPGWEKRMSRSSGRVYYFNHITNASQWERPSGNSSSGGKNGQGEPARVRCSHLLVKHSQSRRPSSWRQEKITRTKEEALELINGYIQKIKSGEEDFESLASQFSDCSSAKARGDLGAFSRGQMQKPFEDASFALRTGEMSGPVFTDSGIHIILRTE
TrxR1 inh: blocks rat thioredoxin reductase 1; actives 1% (n = 390,000); Potency, µM (titrated, usually from 114 µM), for inactives: top-dose activity change, negative = inhibition, most hits filed as inhibitors; recombinant rTrxR1, NADPH fluorescence consumption, selenite substrate; also: % is scaled to controls: 0 for no effect and ±100 for the full control effect; nearly all actives have a fitted effect of over 65% in size
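Rat TrxR1 (90 nM in the dispensed reagent) was pre-reduced with 400 uM NADPH for 5 min at room temperature, then incubated with compound for 15 min. After 400 uM selenite was added, NADPH fluorescence (Ex 340/Em 450 nm) was followed for 8 min.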
ERG-DNA inh: ERG Ets/DNA interaction inhibition; P11308; fluorescence polarization, His-ERG Ets domain / labelled DNA; Potency, µM (titrated, usually from 76.9 µM), without a hit: at the top dose FP activity, negative = inhibition, usual class: inhibitors; actives 0.028% (n = 370,000); active = well fitted inhibition curve with a large enough effect in the polarisation, with a control signal flat; inconclusive = small, poorly fitted or top-dose-only effect, or effect the other way, or a change in a side signal; inactive = no such curve, though single readings can be large or run the other way; the % refers to the polarisation;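 also: polarization taken with two DNA probes labelled with fluorescein and Texas red; % of control where 0% means no effect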
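His-tagged ERG Ets domain (1 uM in the protein solution; 300mM KCl, 50mM Tris-HCl, 1mM EDTA, 1mM DTT, pH 7.5) received compound, then a probe mix of 5 nM fluorescein-DNA and 100nM Texas-615-DNA. Fluorescence polarization was read for both dyes.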
GLS inh: blocks human kidney-isoform glutaminase activity | Potency, µM (titrated, usually from 45.5 µM), for inactives: top-dose activity change, negative = inhibition, most hits filed as inhibitors | actives 0.21% (n = 410,000) | O94925 | GLS enzymatic activity, qHTS titration | AID 624170; also: % is scaled to controls: 0 for no effect and ±100 for the full control effect
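hKGA; 45 mM KH2PO4 pH 8.2 + 0.02% Tween-20; cpd via pin tool; 1 mM Gln soln; GluOx/HRP/Amplex Red; RT 30 min; fluor. t0 & final.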
Tb PGK inh: blocks T. brucei phosphoglycerate kinase; P07378; PGK/GAPDH coupled, Kinase-Glo luminescence, 60 min; Potency, µM (doses to about 57.5 µM), for inactives: at the top dose activity change, negative = inhibition, actives largely listed as inhibitors; actives 0.043% (n = 380,000); also: % is scaled to controls: 0 for no effect and ±100 for the full control effect; nearly all actives have a fitted effect of over 60% in size
Target sequence (P07378 whole entry, looked up): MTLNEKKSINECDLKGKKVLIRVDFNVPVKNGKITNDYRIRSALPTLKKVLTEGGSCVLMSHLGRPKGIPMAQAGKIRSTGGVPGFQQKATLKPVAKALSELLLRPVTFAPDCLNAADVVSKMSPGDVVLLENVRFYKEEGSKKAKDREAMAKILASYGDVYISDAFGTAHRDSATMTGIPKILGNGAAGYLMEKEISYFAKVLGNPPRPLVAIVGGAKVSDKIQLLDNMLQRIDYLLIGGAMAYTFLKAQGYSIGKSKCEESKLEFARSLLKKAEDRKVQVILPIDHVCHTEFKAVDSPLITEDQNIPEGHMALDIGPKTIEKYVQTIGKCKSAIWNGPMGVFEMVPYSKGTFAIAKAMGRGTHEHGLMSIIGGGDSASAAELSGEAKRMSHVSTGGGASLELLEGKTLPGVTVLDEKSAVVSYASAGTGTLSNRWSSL
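Recombinant glycosomal PGK reaction used 1,3-bisphosphoglycerate generated in-well by GAPDH (100nM final) in 100mM TEA pH 7.6, 5mM MgCl2, 0.01% Tween-20. After 60 minutes at room temperature, ATP was read by Kinase-Glo Plus luminescence end-point.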
JMJD2A Tudor inh: JMJD2A Tudor domain (human) inhibition | O75164 | AlphaScreen JMJD2A-Tudor / H3K4me3 peptide binding | Potency, µM (highest dose often 114 µM), without a hit: at the highest dose activity change, negative = inhibition, most hits filed as inhibitors | actives 4.4% (n = 390,000) | AID 504339; also: % is scaled to controls: 0 for no effect and ±100 for the full control effect; nearly all actives have a fitted effect of over 50% in size
RGS4 inh: blocks human RGS4-accelerated GTP hydrolysis; P49798; Transcreener GDP fluorescence polarization, RGS4-accelerated GTP hydrolysis; Potency, µM (series often up to 114 µM), for inactives: top-dose activity change, negative = inhibition, hits mostly inhibitors; actives 0.039% (n = 390,000); also: % is scaled to controls: 0 for no effect and ±100 for the full control effect; nearly all actives have a fitted effect of over 75% in size; some results filed as inactive show a strong effect at the top dose
Target sequence (P49798 whole entry, looked up): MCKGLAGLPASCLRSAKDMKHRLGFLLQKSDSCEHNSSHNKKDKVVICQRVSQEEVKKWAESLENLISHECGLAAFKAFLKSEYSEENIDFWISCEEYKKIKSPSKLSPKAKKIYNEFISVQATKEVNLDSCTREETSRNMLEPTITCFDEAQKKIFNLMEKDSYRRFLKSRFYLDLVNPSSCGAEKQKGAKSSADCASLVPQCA
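MLSMR compounds (23 nl, pin-transferred) preincubated 10 min at room temperature with a 500nM (2x) first reagent, then RGS4 at 900nM (2x) plus Transcreener GDP mix added; fluorescence polarization (620/688 nm) read before and after 90 min at 30 °C.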
HP1b chromo inh: blocks HP1-beta chromodomain binding to methylated histone tails; P83916; AlphaScreen HP1-beta / biotin-H3K9me3 peptide binding; Potency, µM (highest dose often 114 µM), inactives show at the top dose activity change, negative = inhibition, hits mostly inhibitors; actives 0.56% (n = 390,000); AID 540317; also: nearly all actives have a fitted effect of over 70% in size; inactives centre near 23
Target sequence (P83916 whole entry, looked up): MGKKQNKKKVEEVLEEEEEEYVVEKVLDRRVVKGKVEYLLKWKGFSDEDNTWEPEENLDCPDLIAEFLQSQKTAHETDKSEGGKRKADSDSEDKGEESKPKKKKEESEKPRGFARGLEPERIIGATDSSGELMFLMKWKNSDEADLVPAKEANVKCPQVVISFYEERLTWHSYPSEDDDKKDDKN
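AlphaScreen: HP1-beta (50 nM) preformed 30 min with biotin-H3(1-18)K9me3 peptide (50 nM) in PBS pH 7.4, 0.01% Tween-20. Compound added for 30 min at RT, then streptavidin donor/nickel chelate acceptor beads (10 ug/mL) for 30 min.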
An asterisk follows results filed as active; i = inactive; u = inconclusive; x = no result given; & = joins results of further samples; [ ] = dose if it differs, or a comment. Unless noted, calls follow the shape of the dose curve; as a rule, active = well fitted curve in the direction sought with a large enough effect; inconclusive = small, poorly fitted or top-dose-only effect, or another doubt; inactive = no such curve, though single readings can be large; an effect the other way counts as inactive or inconclusive. Potency is read from the fitted curve at half-maximal effect. This is a subset; rates above refer to the full screens.

#1 COc1ccc2cc(C#N)c(SCC(=O)Nc3nonc3C)nc2c1
#2 COc1ccc(C(=S)N2CCOCC2)cc1OS(=O)(=O)c1ccc(Br)cc1
#3 N#Cc1ccccc1Sc1ccccc1C(=O)OCC(=O)NC1CCCCC1
#4 Cc1cc(NS(=O)(=O)c2ccc(NC(=O)C(C)Oc3ccc(C(C)C)cc3)cc2)no1 (stereo unspecified)
#5 Cc1c(C(=O)NC2CC(=O)N(c3ccc4c(c3)OCCO4)C2)cccc1[N+](=O)[O-] (stereo unspecified)
#6 CC(C)N(Cc1nc(-c2ccccc2)no1)S(=O)(=O)c1ccccc1
#7 CCCCc1ccc(-c2csc(/C(C#N)=C/c3ccc(C)o3)n2)cc1
#8 Cc1ccc(C(=O)NCCN2C3=NC[C@H](C)N3C[C@H]2Cc2ccc(O)cc2)cc1Br
entry no.	1	2	3	4	5	6	7	8
12-LOX inh	-6%	i	-8%	14%	-21%	39%	u	-27%
Pin1 inhibitor	u	-1%	4%	-4%	-1%	u	u	-12%
TrxR1 inh	2%[57.1 µM]	15%	2%	12%	-1%[57.1 µM]	39%	-9%[57.1 µM]	10%
ERG-DNA inh	8%	12%	2%	2%	6%	10%	1%	-10%
GLS inh	8%	4%	0%	34%[activator]	3%	-1%	-6%	7%
Tb PGK inh	i	0%	-1%	6%	-5%	-2%	-7%	1%
JMJD2A Tudor inh	-4%	-27%	-21%	-18%	-12%	37%[activator]	-17%	-36%
RGS4 inh	-38%	-6%	-23%	-21%	13%	24%	u	-21%
HP1b chromo inh	26%	-11%	15%	9%[57 µM]	-8%	80%[activator]	12%	37%

#9 Clc1ccc(-c2csc(-c3nc(-c4ccc(Br)s4)cs3)n2)cc1
#10 N/C(CN1CCCC1=O)=N\OC(=O)c1ccccc1Cl
#11 Cc1cccc(C)c1NC(=O)C1(NC(=O)Cn2cccc([N+](=O)[O-])c2=O)CCCCC1
#12 CN(C1CCCCC1)S(=O)(=O)c1ccc(-n2cnnn2)cc1
#13 CC(C)CC(=O)Nc1ccc2c(c1)OCO2
#14 CN(C)/C=C1\N=C(c2ccccc2)OC1=O
#15 O=c1[nH]c(/C=C/c2ccccn2)nc2ccccc12
#16 COc1ccccc1N(C)S(=O)(=O)c1ccc(C(=O)OCC(=O)NCc2cccs2)cc1
entry no.	9	10	11	12	13	14	15	16
12-LOX inh	-18%	0%	14%	-2%	-6%	-2%	-5%	-18%
Pin1 inhibitor	0%	1%	-1%	-4%	0%	0%	-2%	8%
TrxR1 inh	24%	8%	11%	15%	21%[57.1 µM]	-22%	-4%	13%
ERG-DNA inh	-3%	-4%	-9%	0%	7%	-4%	7%	2%
GLS inh	2%	0%	1%	x	-9%	10%	-9%	1%
Tb PGK inh	7%	3%	i	10%	i	-4%	x	-1%
JMJD2A Tudor inh	-3%	-3%	-5%	12%	-5%[57.1 µM]	-16%	0%	-10%
RGS4 inh	-5%	-15%	3%	-4%	-9%	32%	-29%	-14%
HP1b chromo inh	26%	25%	17%	28%	48%[activator]	24%	47%[activator]	5%

Entries of single compounds as entered above:
`N/C(CN1CCCC1=O)=N\OC(=O)c1ccccc1Cl` is entered as 12-LOX inh = 0%; Pin1 inhibitor = 1%; TrxR1 inh = 8%; ERG-DNA inh = -4%; GLS inh = 0%; Tb PGK inh = 3%; JMJD2A Tudor inh = -3%; RGS4 inh = -15%; HP1b chromo inh = 25%
`CN(C1CCCCC1)S(=O)(=O)c1ccc(-n2cnnn2)cc1` is entered as 12-LOX inh = -2%; Pin1 inhibitor = -4%; TrxR1 inh = 15%; ERG-DNA inh = 0%; GLS inh = x; Tb PGK inh = 10%; JMJD2A Tudor inh = 12%; RGS4 inh = -4%; HP1b chromo inh = 28%
`O=c1[nH]c(/C=C/c2ccccn2)nc2ccccc12` is entered as 12-LOX inh = -5%; Pin1 inhibitor = -2%; TrxR1 inh = -4%; ERG-DNA inh = 7%; GLS inh = -9%; Tb PGK inh = x; JMJD2A Tudor inh = 0%; RGS4 inh = -29%; HP1b chromo inh = 47%[activator]

Additional compounds
#17 C#CCOCCOCCOCCNc1nc(N2CCN(C(=O)[C@H](CCCCN)n3cc([C@@H](N)C(C)CC)nn3)CC2)nc(N2CCN(C(=O)[C@H](CCCCN)n3cc([C@@H](N)CC(C)C)nn3)CC2)n1 (stereo partly specified)
#18 O=S(OCCN1CCOCC1)C(c1ccccc1)c1ccccc1 (stereo unspecified)
#19 CCOc1ccc(NC(=O)c2cnc3ccccn3c2=O)cc1
#20 CC(C)CN=CC1=C(O)c2ccccc2C1=O
#21 CCOC(=O)c1cccc(NC(=O)NCc2cccn2Cc2ccccc2)c1
#22 CCc1nc(CN2CCCC(C(=O)c3ccc4c5c(cccc35)CC4)C2)c(C)[nH]1 (stereo unspecified)
#23 CCOc1ccc(-n2ccnc2SCC(=O)NCc2ccc3c(c2)OCO3)cc1
#24 Oc1ccc(-c2nc3ccc4ccccc4c3c3c2CCC3)cc1O
entry no.	17	18	19	20	21	22	23	24
12-LOX inh	0%	-7%	-16%	-10%	-28%	7%	x	2µM*
Pin1 inhibitor	0%	-7%	-4%	1%	-7%	0%	-3%	29%
TrxR1 inh	u	u	12%	-7%[57.1 µM]	7%[57.1 µM]	1%[57.1 µM]	2%[57.1 µM]	-2%
ERG-DNA inh	-1%	0%	3%	u	3%	-1%	-6%	-1%
GLS inh	-11%	-2%	0%	2%	7%	-9%	2%	-11%
Tb PGK inh	-7%	10%	i	-2%	9%	8%	-2%	-8%
JMJD2A Tudor inh	u	1%	-17%	-10%	-9%	u	u	u
RGS4 inh	-33%	5%	15%	0%	9%	-1%	-35%	25%
HP1b chromo inh	23%	29%	14%	5%	4%	-20%	-29%	u

#25 COc1nc(N2CCCC2)nc(-n2nnc(C(C)=O)c2C)n1
#26 COc1ccc(/C=N/NC(=O)c2ccccc2OC)cc1COc1ccc(C)cc1
#27 Cc1ccccc1-c1noc(CSc2nc(-c3ccc(F)cc3)cc(=O)[nH]2)n1
#28 COc1ccc(-c2nc(N)n(C(=O)c3cccs3)n2)cc1
#29 NC(=O)C1CCN(c2ccc([N+](=O)[O-])cc2Cl)CC1
#30 CN1CCN(S(=O)(=O)c2cccc(C(=O)Nc3sc4c(c3-c3nc5ccccc5[nH]3)CCCC4)c2)CC1
#31 CCCCNC(=O)NCc1cnn(C)c1C
#32 CC(=O)c1ccc(NC(=O)c2ccc3snnc3c2)cc1
entry no.	25	26	27	28	29	30	31	32
12-LOX inh	-9%&-7%	7%	u	4%	0%	-4%	20%	55%[activator]
Pin1 inhibitor	-4%	-3%	3%	2%	0%	u	-6%	-1%
TrxR1 inh	23%[57.1 µM]	8%	21%[57.1 µM]	7%[57.1 µM]	-18%	u	15%	23%
ERG-DNA inh	-6%	-4%	3%	-14%	1%	31%[activator]	-11%	0%
GLS inh	-8%	7%	-11%	4%	6%	0%	1%	0%
Tb PGK inh	i	2%	2%	-3%	4%	-8%	-3%	-5%
JMJD2A Tudor inh	u	-9%	0%	89µM*	-16%	-24%	6%	-27%
RGS4 inh	-9%	10%	10%	22%	-10%	-13%	-9%	-41%
HP1b chromo inh	1%	12%	1%[57 µM]	12%	11%	39%	46%[activator]	12%

#33 CCOc1cc(C2C3=C(CC(C)(C)CC3=O)N(CCCOC)C3=C2C(=O)CC(C)(C)C3)ccc1OC
#34 COc1ccc(C(C)=O)cc1COC(=O)CCNS(=O)(=O)c1ccc(C)c(C)c1
#35 CCOC(=O)c1ccccc1NC(=O)CSc1nnc(COc2ccccc2C)n1C
#36 CC(=O)C1(O)C(C)CC2C3CC(F)C4(O)CC(O)CCC4(C)C3CCC21C (stereo unspecified)
#37 CC(C)Cn1c(N)c(C(=O)COC(=O)c2cnccn2)c(=O)n(C)c1=O
#38 COc1ccc(CC(=O)Nc2ccc(S(=O)(=O)N(C)C3CCN(C)CC3)cc2)cc1
#39 COc1ccc([N+](=O)[O-])cc1NS(=O)(=O)c1ccc(C(=O)N2CCCC2)cc1
#40 COC(=O)c1cc(Sc2c(Cl)cccc2Cl)ccn1
#41 CCCN(CCC)S(=O)(=O)c1nc2nc(C)cc(C)n2n1
#42 O=C(O)C1Cc2ccccc2-c2ccccc2C1
entry no.	33	34	35	36	37	38	39	40	41	42
12-LOX inh	-18%	-19%	-1%	-13%	-14%	u	186%[activator]	40µM*	28%	-8%
Pin1 inhibitor	-5%	6%	1%	1%	u	-3%	-13%	5%	-6%	-3%
TrxR1 inh	14%	-9%	6%[57.1 µM]	13%[2.29 µM]	15%	11%	5%	-5%[57.1 µM]	45%[activator]	9%
ERG-DNA inh	10%	3%	5%	5%	5%	3%	-9%[15.4 µM]	0%	-1%	0%
GLS inh	-9%	1%	0%	-9%	2%	-4%	14%	-15%	-5%	-7%
Tb PGK inh	i	9%	-4%	-7%	4%	i	-2%	4%	i	x
JMJD2A Tudor inh	7%	-11%	-27%	3%	-15%	-7%	-14%	-13%	-6%	-18%
RGS4 inh	21%	19%	-16%	9%	-8%	-15%	-4%	4%	-5%	-13%
HP1b chromo inh	42%[activator]	13%	23%	18%[57 µM]	17%	54%[activator]	24%	30%	62%[activator]	55%[activator]
